Pf apPOL inh: Pf-apPOL DNA polymerase inhibition; inhibition, % at 10 µM; AID 1794808; Recombinant Pf-apPOL, molecular beacon fluorescence, 1.5 h; hit rate 0.25% among 210,000
mHTT CaM bind: disrupts binding of mutant huntingtin to calmodulin; P42858; AlphaScreen His-mHTT/GST-CaM binding, luminescence; inhibition, % at 15 µM; hit rate 3.6% among 190,000; AID 1671202;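 note: 0% = both proteins with DMSO and 100% = one protein alone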
The depositor's hits bear a star; & = joins results of further samples. Cut-off read from the data, not from the text of the source: active = inhibition above about 50%; inactive = the rest.

Results for CC1CCCCN1C(=O)CN1C(=O)/C(=C/c2ccc(C(F)(F)F)cc2)Sc2ccccc21 (configuration not stated) ?
Pf apPOL inh: -23; mHTT CaM bind: -17

Results for COc1ccc(Cl)cc1N(CC(=O)N1CCN(Cc2ccccc2)CC1)S(C)(=O)=O ?
Pf apPOL inh: -1; mHTT CaM bind: 20

How did CCOC(=O)c1ccc2nc(NC(=O)C3=COCCO3)sc2c1 do in these assays?
Pf apPOL inh: -1; mHTT CaM bind: -1

How did N#CCCSc1ccccc1NC(=O)C=CC(=O)O do in these assays?
Pf apPOL inh: 6

What do the screens show for `COCc1nnc(NC(=O)c2ccc(S(=O)(=O)N(CC(C)C)CC(C)C)cc2)o1`?
Pf apPOL inh: -21; mHTT CaM bind: 9

What do the screens show for `COc1ccc(NC(=O)C2CC(=O)N(c3cccc(NC(C)=O)c3)C2)cc1` (configuration not stated)?
Pf apPOL inh: 2; mHTT CaM bind: 0

What do the screens show for `COc1ccc(OC)c(C2C(C#N)=C(N)Oc3n[nH]c(-c4cccs4)c32)c1` (configuration not stated)?
Pf apPOL inh: -20; mHTT CaM bind: 38

Results for COc1ccc(NC(=O)c2ccc(N(Cc3ccc(C)cc3)S(C)(=O)=O)cc2)cc1OC ?
Pf apPOL inh: -4; mHTT CaM bind: 18

Results for O=C(NCc1ccccc1)c1cc2c(s1)CN(Cc1ccccc1)C2 ?
Pf apPOL inh: 38; mHTT CaM bind: 15

How did CCCc1cc(-c2[nH]ncc2-c2ccc3c(c2)OCCCO3)c(O)cc1OC do in these assays?
Pf apPOL inh: -7; mHTT CaM bind: 76*

Results for COc1ccc(-c2nnc(NC(=O)c3ccc(S(=O)(=O)N4CCCCC4C)cc3)o2)cc1 (configuration not stated) ?
Pf apPOL inh: -6; mHTT CaM bind: 6

Results for CNCCCC12CCC(c3ccccc31)c1ccccc12 ?
Pf apPOL inh: -1

Results for O=C(O)c1ccccc1Sc1c([N+](=O)[O-])cc(C(F)(F)F)cc1[N+](=O)[O-] ?
Pf apPOL inh: -6; mHTT CaM bind: 25

How did CCNC(=O)c1c2c(nc3ccc(F)cc13)CCC2 do in these assays?
Pf apPOL inh: 14; mHTT CaM bind: 10

What do the screens show for `FC(c1nc2ccccc2[nH]1)C(F)(F)F` (configuration not stated)?
mHTT CaM bind: -4

What do the screens show for `COc1cc(C2Nc3ccccc3NC3=C2C(=O)CC(C)(C)C3)cc([N+](=O)[O-])c1O` (configuration not stated)?
Pf apPOL inh: 3&-2; mHTT CaM bind: 5&13

How did CCCOc1ccc(CN2CCCC2c2cc(C)on2)cc1OC (configuration not stated) do in these assays?
Pf apPOL inh: -7; mHTT CaM bind: 9

Results for CC(C)n1c(=O)c(NC2CCCCCC2)nc2ccncc21 ?
Pf apPOL inh: 3; mHTT CaM bind: 2

What do the screens show for `COc1ccc(C(=O)Nc2ccc(S(=O)(=O)Nc3ccc(F)cc3)cc2)cc1`?
Pf apPOL inh: 0; mHTT CaM bind: 1

Results for Cc1oc(C2CCN(C(=O)C3CCCC3)CC2)nc1C(=O)N1CCSCC1 ?
Pf apPOL inh: -4; mHTT CaM bind: -1

How did CC(C)(C)C(=O)N1CCC2(C1)NCc1ccccc1NC2=NC1CCCC1 (configuration not stated) do in these assays?
Pf apPOL inh: -6; mHTT CaM bind: 33

What do the screens show for `COCCN1C(=O)CCc2cc(NS(=O)(=O)c3ccc(Cl)cc3)ccc21`?
Pf apPOL inh: -5; mHTT CaM bind: -3

What do the screens show for `O=C(Nc1cccc2ccccc12)c1ccoc1COc1ccccc1`?
Pf apPOL inh: -12; mHTT CaM bind: -3

What do the screens show for `Cc1cc(O)c2c(c1)OC(=Cc1ccccc1Br)C2=O`?
Pf apPOL inh: -1; mHTT CaM bind: 37

Results for CCC(=O)N1CCc2c(c(C(=O)NCc3ccc(F)cc3)nn2C)C1 ?
Pf apPOL inh: -6; mHTT CaM bind: 18

Results for CCC(=O)NCc1nc2c(n1C)CN(C(=O)c1ccc(F)c(F)c1)CC2 ?
Pf apPOL inh: 2; mHTT CaM bind: 6

What do the screens show for `O=C(NCCc1cscn1)C1CSCN1C(=O)COc1ccccc1` (configuration not stated)?
Pf apPOL inh: 0; mHTT CaM bind: -3

Results for COc1cccc(CNc2cccc(Cl)c2C)c1 ?
Pf apPOL inh: 3; mHTT CaM bind: -111

Results for CC(=O)N1CCc2ccccc2C1C(=O)NCc1cccc(Cl)c1 (configuration not stated) ?
Pf apPOL inh: -1; mHTT CaM bind: 31

What do the screens show for `CC(C)[C@H]1COCCS(=O)(=O)N1Cc1ccc(Cl)cc1`?
Pf apPOL inh: 7; mHTT CaM bind: 3

Results for CCOc1ccc(NC(=O)N2CCCC2c2cc(C(C)C)on2)cc1 (configuration not stated) ?
Pf apPOL inh: -3; mHTT CaM bind: 4

How did COc1ccc(C2N(C(=O)N3CCOCC3)CCN2S(=O)(=O)c2ccc(C)cc2)cc1 (configuration not stated) do in these assays?
Pf apPOL inh: 4; mHTT CaM bind: 9

How did CCOc1cccc(CNc2nc3ccncc3n(CC)c2=O)c1 do in these assays?
Pf apPOL inh: -4; mHTT CaM bind: 1

What do the screens show for `CCc1nc2cc(-c3noc(-c4nccc5ccccc45)n3)ccc2o1`?
Pf apPOL inh: 6; mHTT CaM bind: -12

How did COc1ccc(C(=O)Nc2c3c(nn2-c2ccc([N+](=O)[O-])cc2)CSC3)cc1OC do in these assays?
Pf apPOL inh: -3; mHTT CaM bind: 14

How did CC(C)(C)S(=O)(=O)Cc1nc(-c2ccc(C(F)(F)F)cc2)cs1 do in these assays?
Pf apPOL inh: -5&-2

Results for O=C(Nc1nc2c(s1)CN(C(=O)c1cnn(-c3ccccc3)n1)CC2)c1ccco1 ?
Pf apPOL inh: 6; mHTT CaM bind: 53*

Results for CCC(C)NCCOc1ccccc1F (configuration not stated) ?
Pf apPOL inh: -3; mHTT CaM bind: -3

Results for Oc1ccc(C=NCC2COc3ccccc3O2)cc1 (configuration not stated) ?
Pf apPOL inh: -1; mHTT CaM bind: 4

Results for Cc1ccc(-c2nnc(N3CCC(C(=O)NCc4cccs4)CC3)o2)cc1 ?
Pf apPOL inh: -5; mHTT CaM bind: -6

Continued, overlapping the part above by two compounds.
Results for Oc1ccc(C=NCC2COc3ccccc3O2)cc1 (configuration not stated) ?
Pf apPOL inh: -1; mHTT CaM bind: 4

Results for Cc1ccc(-c2nnc(N3CCC(C(=O)NCc4cccs4)CC3)o2)cc1 ?
Pf apPOL inh: -5; mHTT CaM bind: -6

How did O=C(Nc1ccc(S(=O)(=O)Nc2nccs2)cc1)C1CCCO1 (configuration not stated) do in these assays?
Pf apPOL inh: 1; mHTT CaM bind: 3

Results for O=C(COc1ccccc1)Nc1cc(F)c2[nH]c(=O)ccc2c1 ?
Pf apPOL inh: 1; mHTT CaM bind: 17

How did Cc1ccc(C(=O)NCc2ccco2)o1 do in these assays?
Pf apPOL inh: 1; mHTT CaM bind: 7

Results for CN(C)CCNC(=O)C1CCC(=O)N1Cc1ccccc1Cl (configuration not stated) ?
Pf apPOL inh: -16; mHTT CaM bind: -3

What do the screens show for `CCc1ccc(C(=O)N2CCc3c(nc[nH]c3=O)C2)cc1`?
Pf apPOL inh: 7; mHTT CaM bind: -6

Results for COc1ccc(CN2CCN(Cc3cc(OC)c(OC)c(OC)c3)CC2)c(OC)c1 ?
Pf apPOL inh: -1; mHTT CaM bind: 5

How did CN(C)c1nc(-c2ccccc2)ncc1C(=O)NCc1ccccc1 do in these assays?
Pf apPOL inh: -3; mHTT CaM bind: 0

How did CC(C)c1nc2c(NC(=O)CC3CCCC3)cccn2n1 do in these assays?
Pf apPOL inh: 6; mHTT CaM bind: -4

How did O=c1/c(=C/c2ccncc2)sc2n1CN(c1ccc3c(c1)OCO3)CN=2 do in these assays?
Pf apPOL inh: -2; mHTT CaM bind: 3

What do the screens show for `CC(C)(Oc1ccc(Cl)cc1)C(=O)NCCn1ccc2ccccc21`?
Pf apPOL inh: 2; mHTT CaM bind: 8

What do the screens show for `CCN1CCN(Cc2ccc(N(CC)CC)cc2)CC1`?
Pf apPOL inh: 38; mHTT CaM bind: 69*

Results for O=C(O)c1cc2c([nH]c1=O)CCCC2 ?
Pf apPOL inh: -3; mHTT CaM bind: -7

Results for Cc1cccc[n+]1C1C(c2ccccc2)C(C#N)=C(C(C#N)C#N)NC1(O)C1CC1 (configuration not stated) ?
Pf apPOL inh: 6; mHTT CaM bind: 13

What do the screens show for `CC1CCN(CC2CCN(S(=O)(=O)c3ccc(Br)cc3)CC2)CC1`?
Pf apPOL inh: -2; mHTT CaM bind: -6

How did O=C1/C(=C/c2ccc([N+](=O)[O-])cc2)C=C(c2ccccc2)N1c1cccc([N+](=O)[O-])c1 do in these assays?
Pf apPOL inh: -2; mHTT CaM bind: 28

How did CS(=O)(=O)Oc1ccc2c(c1)OC(=Cc1ccco1)C2=O do in these assays?
Pf apPOL inh: 22; mHTT CaM bind: 36

What do the screens show for `CC(=O)Nc1ccc(-c2noc(C3CCN(C(=O)Cc4ccccc4F)CC3)n2)cc1`?
Pf apPOL inh: -3; mHTT CaM bind: -7

Results for Cc1cc(Cl)ccc1NC(=O)C1CCc2sc(C(=O)N3CCOCC3)cc2C1 (configuration not stated) ?
Pf apPOL inh: 0; mHTT CaM bind: 5

What do the screens show for `CC1=C(C(=O)Nc2ccc(Br)cc2F)C2(CCC(C)CC2)OC1=O` (configuration not stated)?
Pf apPOL inh: -2; mHTT CaM bind: 0

What do the screens show for `O=C(NCc1ccc(F)cc1)c1cc2c(s1)CCN(C(=O)c1ccc(F)cc1)C2`?
Pf apPOL inh: -4; mHTT CaM bind: -5

Results for Cc1ccc(CNC(=O)CN2CCC(c3nc(-c4ccc(F)cc4)no3)CC2)cc1 ?
Pf apPOL inh: -3; mHTT CaM bind: 0

Results for C1=C(c2ccccc2)Nc2ncnn2C1c1ccco1 (configuration not stated) ?
Pf apPOL inh: 1; mHTT CaM bind: -4

Results for COc1ccc(OC)c(NC(=O)c2cc(S(=O)(=O)N3CCCc4ccccc43)ccc2F)c1 ?
Pf apPOL inh: -1; mHTT CaM bind: 9

What do the screens show for `Cc1oc(C2CCN(S(=O)(=O)c3ccc(F)c(F)c3)CC2)nc1C(=O)N(C)C`?
Pf apPOL inh: -2; mHTT CaM bind: -6

What do the screens show for `O=C(Nc1nnc(-c2ccc(F)cc2F)o1)c1ccc(N2C(=O)CCC2=O)cc1`?
Pf apPOL inh: -1; mHTT CaM bind: 17

Results for CCN(C(=O)c1cc(OC)c(OC)cc1[N+](=O)[O-])c1ccccc1 ?
Pf apPOL inh: 16; mHTT CaM bind: 12

Results for Cc1cccc(NC(=O)N2CCc3nc(-c4ccc(Cl)cc4)ncc3C2)c1C ?
Pf apPOL inh: -11; mHTT CaM bind: -5

How did COc1ccc(Br)cc1/C=C1/N=C(c2ccccc2Cl)OC1=O do in these assays?
Pf apPOL inh: -5; mHTT CaM bind: 5

What do the screens show for `O=C(CN1CCN(C(=O)NCc2ccc(Cl)cc2)CC1)c1cccs1`?
Pf apPOL inh: -9; mHTT CaM bind: 12

Results for CCOc1ccc(/C=C/c2nc3ccccc3[nH]2)cc1 ?
Pf apPOL inh: 32; mHTT CaM bind: -12

How did CN1CC(c2ccccc2)OC1=O (configuration not stated) do in these assays?
Pf apPOL inh: -3; mHTT CaM bind: -5

Results for O=[N+]([O-])c1ccc(OCCCCN2CCOCC2)cc1 ?
Pf apPOL inh: -7; mHTT CaM bind: -2

What do the screens show for `O=C(C=Cc1cc2ccccc2o1)c1cc(Cl)ccc1O`?
Pf apPOL inh: -11; mHTT CaM bind: 20

What do the screens show for `CC1OC(Nc2cc(Sc3ccccc3)cc([N+](=O)[O-])c2)C(O)C(O)C1O` (configuration not stated)?
Pf apPOL inh: -1; mHTT CaM bind: 31

How did O=C1CC(c2ccccc2)CC(O)=C1C=NCCN1CCN(C2OC(=O)c3ccccc32)CC1 (configuration not stated) do in these assays?
Pf apPOL inh: 0; mHTT CaM bind: 4

Results for CCOC(=O)c1ccc(NC(=O)CSc2nnc(-c3cccn(CC)c3=O)n2C)cc1 ?
Pf apPOL inh: 8; mHTT CaM bind: -7

How did Cc1nc2c(NS(=O)(=O)c3ccc(F)c(C)c3)cccn2n1 do in these assays?
Pf apPOL inh: -2; mHTT CaM bind: -4

What do the screens show for `CCCCSc1c(C)c2cc3c(cc2[nH]c1=O)OCO3`?
Pf apPOL inh: -11; mHTT CaM bind: 0

How did COc1cc(OC)cc(C(=O)Nc2c3c(nn2-c2ccc(F)cc2)CSC3)c1 do in these assays?
Pf apPOL inh: -7; mHTT CaM bind: 2

Results for O=C(CSc1nnc(Cn2nnc3ccccc32)n1-c1ccccc1)c1ccc(Cl)cc1 ?
Pf apPOL inh: -1

Results for CCCn1ncc(N2CCC(C(=O)N3CCOCC3)CC2)cc1=O ?
Pf apPOL inh: -4; mHTT CaM bind: -4

Molecules listed so far that contain an NH in an aromatic ring, in the order listed:
What do the screens show for `COc1ccc(OC)c(C2C(C#N)=C(N)Oc3n[nH]c(-c4cccs4)c32)c1` (configuration not stated)?
Pf apPOL inh: -20; mHTT CaM bind: 38

How did CCCc1cc(-c2[nH]ncc2-c2ccc3c(c2)OCCCO3)c(O)cc1OC do in these assays?
Pf apPOL inh: -7; mHTT CaM bind: 76*

What do the screens show for `FC(c1nc2ccccc2[nH]1)C(F)(F)F` (configuration not stated)?
mHTT CaM bind: -4

Results for O=C(COc1ccccc1)Nc1cc(F)c2[nH]c(=O)ccc2c1 ?
Pf apPOL inh: 1; mHTT CaM bind: 17

What do the screens show for `CCc1ccc(C(=O)N2CCc3c(nc[nH]c3=O)C2)cc1`?
Pf apPOL inh: 7; mHTT CaM bind: -6

Results for O=C(O)c1cc2c([nH]c1=O)CCCC2 ?
Pf apPOL inh: -3; mHTT CaM bind: -7

Results for CCOc1ccc(/C=C/c2nc3ccccc3[nH]2)cc1 ?
Pf apPOL inh: 32; mHTT CaM bind: -12

What do the screens show for `CCCCSc1c(C)c2cc3c(cc2[nH]c1=O)OCO3`?
Pf apPOL inh: -11; mHTT CaM bind: 0
